S3 lipid droplet – qHTS Assay for Lipid Storage Modulators in Drosophila S3 Cells; Drosophila S3 cells, BODIPY lipid droplet fluorescence, 18-24 h; cells fed with added oleic acid; 320,000 tested, 0.64% active; Potency in µM for hits, for the others lipid storage change, negative = inhibition, % at the top dose, mostly 46.1 µM; AID 2685; active = well fitted inhibition curve with a large enough effect in the signal ratio, with a control signal flat, not every such curve was filed as active; inconclusive = small, poorly fitted or top-dose-only effect, or effect the other way, or a change in a side signal; the % refers to the signal ratio
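Laser-scanning cytometry quantifies lipid droplet accumulation (500–530 nm total intensity; droplet/cell object ratio) in oleic acid-fed (400 uM added) Drosophila S3 cells treated with a concentration series. 20 uM Triacsin C defined 100% inhibition.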
S3 lipid droplet cell count max – second read-out of S3 lipid droplet, no call of its own (marks repeat the call); cell number change, %; measured here: cell count max response;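 cells counted by Cell Tracker Red CMTPX staining in the red channel; peak over a dose series mostly up to 46.1 µM; percent activity relative to internal control wells on each plate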
* = called active by the depositor. % is set by controls: 0 for no effect and ±100 for the full control effect; potency is the fitted concentration of half-maximal effect.

For CCc1ccc(OCc2cccc(C(=O)N/N=C\c3cnn(C)c3C)c2)cc1 the results were S3 lipid droplet inconclusive.
`CC(=O)c1ccc(N2C(=NC(=O)C(C)C)SC3CS(=O)(=O)CC32)cc1` (stereo unspecified) gave S3 lipid droplet -1% and S3 lipid droplet cell count max -8.
For Cc1ccccc1CC(=O)Nc1ccc(C(=O)N2CCCC2)cc1 the results were S3 lipid droplet inconclusive.
For Cc1ccc2nc(Nc3nc(C)cc(C(F)(F)F)n3)nc(C)c2c1 the results were S3 lipid droplet inconclusive.
For CC(C)(C)NC(=O)CSc1n[nH]c(=O)n1-c1ccccc1 the results were S3 lipid droplet 13% and S3 lipid droplet cell count max -14.
For CN(C)c1nccc(N(Cc2ccccc2)Cc2ccccc2)c1C#N the results were S3 lipid droplet inconclusive.
O=S(=O)(c1ccc(-c2csc(Nc3ccc(F)cc3)n2)cc1)N1CCCC1 was read as S3 lipid droplet inconclusive.
COc1ccc(CS(=O)(=O)CC2(O)CCN(C(=O)c3cccc(C(F)(F)F)c3)CC2)cc1 was read as S3 lipid droplet -24% and S3 lipid droplet cell count max -21.
Screening CC(=O)c1ccc(OCC(O)CN2CCN(Cc3ccc4c(c3)OCO4)CC2)cc1 (stereo unspecified) returned S3 lipid droplet inconclusive and S3 lipid droplet cell count max 12.
`COc1cccc(OC)c1C(=O)Nc1nc2cc3c(cc2s1)OCO3` gave S3 lipid droplet 16% and S3 lipid droplet cell count max 19.
O=C(c1nc[nH]c1C(=O)N1CCN(c2ccccc2)CC1)N1CCN(c2ccccc2)CC1 was read as S3 lipid droplet inconclusive.
`COc1ccc2c(c1)sc1nc(-c3ccccc3)cn12` gave S3 lipid droplet inconclusive.

Retrieved by structure from the list above (6):
`CC(=O)c1ccc(N2C(=NC(=O)C(C)C)SC3CS(=O)(=O)CC32)cc1` (stereo unspecified) gave S3 lipid droplet -1% and S3 lipid droplet cell count max -8.
For Cc1ccccc1CC(=O)Nc1ccc(C(=O)N2CCCC2)cc1 the results were S3 lipid droplet inconclusive.
O=S(=O)(c1ccc(-c2csc(Nc3ccc(F)cc3)n2)cc1)N1CCCC1 was read as S3 lipid droplet inconclusive.
For CN(C)c1nccc(N(Cc2ccccc2)Cc2ccccc2)c1C#N the results were S3 lipid droplet inconclusive.
COc1ccc(CS(=O)(=O)CC2(O)CCN(C(=O)c3cccc(C(F)(F)F)c3)CC2)cc1 was read as S3 lipid droplet -24% and S3 lipid droplet cell count max -21.
For CCc1ccc(OCc2cccc(C(=O)N/N=C\c3cnn(C)c3C)c2)cc1 the results were S3 lipid droplet inconclusive.

Remaining list, next part
Screening N#C/C(=N\Nc1cccc([N+](=O)[O-])c1)C(=O)c1ccc(Br)cc1 returned S3 lipid droplet 15% and S3 lipid droplet cell count max 18.
For O=C1c2cccc3c([N+](=O)[O-])c(O)cc(c23)C(=O)N1Nc1ccccc1 the results were S3 lipid droplet 8% and S3 lipid droplet cell count max -12.
`COc1cccc(CNC(=O)C2Cc3ccccc3CN2C(C)=O)c1` (stereo unspecified) gave S3 lipid droplet inconclusive.
For O=c1c2ccccc2c(C=Nc2cccc(S(=O)(=O)NCc3ccco3)c2)c(O)n1-c1ccc(Cl)cn1 the results were S3 lipid droplet -12% and S3 lipid droplet cell count max -15.
CC1CN(C(=O)c2cc3cc(Br)ccc3[nH]2)CC(C)O1 (stereo unspecified) was read as S3 lipid droplet 14% and S3 lipid droplet cell count max 16.
For COc1cc(-c2noc(CCCC(=O)NCc3ccco3)n2)cc(OC)c1OC the results were S3 lipid droplet inactive.
`C=CC[n+]1c(/C=C2\C=Cc3cc(C)ccc3N2CC)ccc2ccccc21` gave S3 lipid droplet inconclusive.
`Cn1c(=O)c(=O)n(C)c2cc(N3CCOCC3)c(NS(=O)(=O)c3ccc([N+](=O)[O-])cc3)cc21` gave S3 lipid droplet 12% and S3 lipid droplet cell count max 6.
For COc1cc(NC(=O)COC(=O)CNC(=O)C2CCCCC2)cc(OC)c1 the results were S3 lipid droplet inconclusive.
For Cc1ccc(-c2nnc(SCC(=O)N/N=C/c3c(C)nn(-c4ccccc4)c3C)n2-c2ccccc2)cc1 the results were S3 lipid droplet -3% and S3 lipid droplet cell count max 6.
`O=C(/C=C/c1ccc2c(c1)OCCCO2)c1ccccc1O` gave S3 lipid droplet inconclusive.
For Cc1nnc(C)n1/N=C/c1cccnc1 the results were S3 lipid droplet inconclusive.
Screening Cc1ccsc1C(=O)Nc1ccc(OCc2ccccc2)cc1 returned S3 lipid droplet inconclusive.
For CCCCn1c(N)c(N(CC)C(=O)c2c(CC)noc2C)c(=O)[nH]c1=O the results were S3 lipid droplet -6% and S3 lipid droplet cell count max -6.
Screening CCN1CCc2c(OCC(=O)N3CCCCC3)cccc2C1=O returned S3 lipid droplet inconclusive.
Cc1cccc2cc(CN(Cc3cccs3)C(c3nnnn3C3CCCC3)C(C)C)c(=O)[nH]c12 (stereo unspecified) was read as S3 lipid droplet inconclusive.
For C=CCn1c(=O)c2c(nc3n2CCCN3CCc2ccccc2)n(C)c1=O the results were S3 lipid droplet inactive and S3 lipid droplet cell count max 3.
Screening Cc1ccc(S(=O)(=O)NNc2ccccc2)cc1 returned S3 lipid droplet -3% and S3 lipid droplet cell count max -9.
`COc1cccc(CNC(=O)CCl)c1` gave S3 lipid droplet -10% and S3 lipid droplet cell count max 6.
`O=C1Nc2ccccc2Oc2cc([N+](=O)[O-])ccc21` gave S3 lipid droplet inactive.
O=c1c2ccccc2sn1-c1ccc(F)cc1 was read as S3 lipid droplet inconclusive.
COC(=O)c1c(NC(=O)c2ccco2)sc(C)c1C was read as S3 lipid droplet inconclusive.
COc1ccccc1C(=O)NC1CCCc2ccccc21 (stereo unspecified) was read as S3 lipid droplet inactive and S3 lipid droplet cell count max 16.
For O=C(O)c1cc2c([nH]c1=O)CCCC2 the results were S3 lipid droplet inconclusive.
Screening O=c1ncn(-c2cccc(F)c2)c2ncccc12 returned S3 lipid droplet inactive.
CCN(CC)S(=O)(=O)c1cccc(C(=O)N[C@H](C(=O)O)C(C)C)c1 was read as S3 lipid droplet inconclusive.
COc1ccccc1NC(=O)Cn1cc(C(=O)C2CC2)c2ccccc21 was read as S3 lipid droplet inconclusive.
For Cn1cccc1Cc1nnc(SCC(=O)Nc2cccc(Cl)c2)n1-c1ccc(F)cc1 the results were S3 lipid droplet 20% and S3 lipid droplet cell count max -17.
For CCN(CC)S(=O)(=O)c1ccc(C(=O)Nn2cnnc2)cc1 the results were S3 lipid droplet inconclusive.
For Cc1ccc(N(CC(=O)NCc2ccccc2Cl)S(=O)(=O)c2cccs2)cc1 the results were S3 lipid droplet inconclusive.
`CC(C)c1ccc(C(=O)NC(=S)Nc2ccc3[nH]c(=O)[nH]c3c2)cc1` gave S3 lipid droplet 1% and S3 lipid droplet cell count max 4.
`COc1ccc2nc(C)cc(NCCN3CCOCC3)c2c1` gave S3 lipid droplet inactive.
`Cc1ccc(C(=O)NCc2ccco2)o1` gave S3 lipid droplet inconclusive.
For COc1cccc(NC(=O)CN(C)C(=O)c2oc3c(ccc4ccccc43)c2C)c1 the results were S3 lipid droplet inconclusive.
CC(=S)c1c(C)cc2cc(C)ccn12 was read as S3 lipid droplet 15% and S3 lipid droplet cell count max 6.
Screening CCC(C)C(N=C1NS(=O)(=O)c2ccccc21)C(=O)N1CCC(C)CC1 (stereo unspecified) returned S3 lipid droplet inconclusive.

Structural class: the entries above with a Cl atom
For O=c1c2ccccc2c(C=Nc2cccc(S(=O)(=O)NCc3ccco3)c2)c(O)n1-c1ccc(Cl)cn1 the results were S3 lipid droplet -12% and S3 lipid droplet cell count max -15.
`COc1cccc(CNC(=O)CCl)c1` gave S3 lipid droplet -10% and S3 lipid droplet cell count max 6.
For Cn1cccc1Cc1nnc(SCC(=O)Nc2cccc(Cl)c2)n1-c1ccc(F)cc1 the results were S3 lipid droplet 20% and S3 lipid droplet cell count max -17.
For Cc1ccc(N(CC(=O)NCc2ccccc2Cl)S(=O)(=O)c2cccs2)cc1 the results were S3 lipid droplet inconclusive.

More records.
Oc1ccc(C=NCC2COc3ccccc3O2)cc1 (stereo unspecified) was read as S3 lipid droplet 1% and S3 lipid droplet cell count max -16.
Screening CC(=O)c1ccc(N2CCN(C(=O)Cc3cccs3)CC2)cc1 returned S3 lipid droplet inconclusive.
`Cc1cccc(C(=O)OC(C)C(=O)N2CCN(Cc3ccccc3)CC2)c1` (stereo unspecified) gave S3 lipid droplet inconclusive.
`COc1ccccc1CNC(=O)C1CCC(CNS(=O)(=O)c2ccc(F)cc2)CC1` (stereo unspecified) gave S3 lipid droplet -10% and S3 lipid droplet cell count max -10.
Cc1c(OCC(=O)NCC2CCC(C(=O)NCCCO)CC2)ccc2c(-c3ccccc3)cc(=O)oc12 (stereo unspecified) was read as S3 lipid droplet inconclusive.
`O=C(c1ccccc1)N1CCC(c2nc(-c3ccc(S(=O)(=O)NCC4CCCO4)cc3)no2)CC1` (stereo unspecified) gave S3 lipid droplet inconclusive.
Screening COc1ccc2cc(C(C)C(=O)OC(C)C)ccc2c1 (stereo unspecified) returned S3 lipid droplet inconclusive.
`Clc1ccc(CNc2ccc(N3CCN(Cc4ccccc4)CC3)cc2)cc1` gave S3 lipid droplet inconclusive.
CCOC(=O)CSc1nc2ccc(C)cc2n2cnnc12 was read as S3 lipid droplet inconclusive.
`Cc1c([C@H]2[C@@H](CC#N)C2(C)C)c2ccccc2n1C` gave S3 lipid droplet -11% and S3 lipid droplet cell count max 120.
Screening CCCCCn1nc(C(=O)N2CCc3ccccc32)c2ccccc2c1=O returned S3 lipid droplet inconclusive.
`CCC(=O)NC(=S)NNC(=O)c1ccc(OC)cc1` gave S3 lipid droplet -10%.
`COc1ccccc1C(=O)NCC(=O)Nc1ccc2c(c1)CCC2` gave S3 lipid droplet inconclusive.
Cn1cccc1C(=O)OCC(=O)Nc1cc(C(C)(C)C)nn1-c1ccccc1 was read as S3 lipid droplet 2% and S3 lipid droplet cell count max 10.
Cc1cccc(C(=O)NCC(=O)OCC(=O)NC2CCCCCCC2)c1 was read as S3 lipid droplet inconclusive.
`COc1ccccc1-n1ccnc1SCC(=O)NCC1CCCO1` (stereo unspecified) gave S3 lipid droplet inconclusive.
`CCCn1c(=NC(=O)c2c(-c3c(F)cccc3Cl)noc2C)c(C(=O)OCC)cc2c(=O)n3ccccc3nc21` gave S3 lipid droplet -2% and S3 lipid droplet cell count max 3.
Screening CS(=O)(=O)c1cc([N+](=O)[O-])c(Sc2nc3ccccc3[nH]2)c([N+](=O)[O-])c1 returned S3 lipid droplet inconclusive.
For COc1ccc(NC(=S)N2CCN(Cc3ccccc3)CC2)c(OC)c1 the results were S3 lipid droplet inconclusive.
Screening CN(C)c1ccc(C(=O)c2ccccc2)cc1 returned S3 lipid droplet inconclusive.
For Cc1cccc(Oc2c([N+](=O)[O-])c(=O)n(C)c3ccccc23)c1 the results were S3 lipid droplet inconclusive.
Screening COC(=O)C1CCN(C(=O)CCCOc2ccccc2)CC1 returned S3 lipid droplet inactive and S3 lipid droplet cell count max -12.
CC(C)c1ccc(CNc2nc3nc4c(c(=O)n3[nH]2)CCC4)cc1 was read as S3 lipid droplet inconclusive.
Screening CN(C)C(CNC(=O)c1cccc(S(=O)(=O)NCc2ccccc2)c1)c1ccccc1 (stereo unspecified) returned S3 lipid droplet inconclusive.

2 neighbouring compounds already listed:
`COc1ccccc1C(=O)NCC(=O)Nc1ccc2c(c1)CCC2` gave S3 lipid droplet inconclusive.
Cn1cccc1C(=O)OCC(=O)Nc1cc(C(C)(C)C)nn1-c1ccccc1 was read as S3 lipid droplet 2% and S3 lipid droplet cell count max 10.

Carrying on:
For NNC(=O)c1cnn(-c2ccccc2)c1C(F)(F)F the results were S3 lipid droplet inconclusive.
For COc1ccc(S(=O)(=O)N2CCC(C(=O)Oc3ccc(C)cc3)CC2)cc1OC the results were S3 lipid droplet inconclusive.
For CC(=O)Nc1cccc2c1C(=O)N(c1cccc(C)c1)C2=O the results were S3 lipid droplet 3% and S3 lipid droplet cell count max -1.
Screening O=C(c1cc(-c2ccc(Cl)cc2)on1)N1CCCC1 returned S3 lipid droplet inactive and S3 lipid droplet cell count max 17.
For CC(C)CN1C(=O)NC(NC(=O)c2ccco2)(C(F)(F)F)C1=O (stereo unspecified) the results were S3 lipid droplet 1% and S3 lipid droplet cell count max 2.
`C=CCN1C(=O)C(O)(CC(=O)c2c(C)n[nH]c2C)c2cc(Br)ccc21` (stereo unspecified) gave S3 lipid droplet 0% and S3 lipid droplet cell count max -2.
For FC(F)(Cl)c1nnc2ccc(Cl)nn12 the results were S3 lipid droplet inconclusive.
For COc1cnc(-c2ccccn2)nc1Sc1ccccc1 the results were S3 lipid droplet inconclusive.
CCCn1c(=O)c(C(=O)NCCCc2ccccc2)c(O)c2ccccc21 was read as S3 lipid droplet inconclusive.
COc1cc2c(cc1OC)C(c1ccc(Br)cc1)NC(=O)C2 (stereo unspecified) was read as S3 lipid droplet inconclusive.
COc1cccc(CNS(=O)(=O)c2cc3c4c(c2)CCN4C(=O)CC3)c1 was read as S3 lipid droplet -25% and S3 lipid droplet cell count max -21.
`CC(C)CC(NC(=O)C1CCC(C)CC1)C(=O)N1CCN(c2ccccn2)CC1` (stereo unspecified) gave S3 lipid droplet inconclusive.
CCOc1ccc(NC(=O)CCC(=O)NNS(=O)(=O)c2ccccc2[N+](=O)[O-])cc1 was read as S3 lipid droplet inconclusive.
`CCOC(=O)C/C(=N\Nc1ncnc2ccccc12)c1ccccc1` gave S3 lipid droplet inactive and S3 lipid droplet cell count max -5.
Screening Cc1ccc(S(=O)(=O)N(C)CC(=O)OCC(=O)NC(=O)Nc2ccc3c(c2)OCCO3)cc1 returned S3 lipid droplet -14%.
`COc1ccc(OC)c(NC(=O)c2sc3nc(C)cc(C)c3c2N)c1` gave S3 lipid droplet inactive and S3 lipid droplet cell count max 13.

Compound activity from PubChem BioAssay.

The list is partial; count on the stated rates, not on these rows.
